# Screening results (PubChem)
# HEK293 NFkB inh: inhibitors of the PMA/ionomycin-induced NF-kB reporter in HEK293 cells. HEK-293 NF-kB luciferase reporter, luminescence. inhibition, % at 3 µM. 62,000 tested, 0.21% active. AID 465;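 active = inhibition above the mean of all tested compounds plus 3 SD, cut at about 40% in these data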;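 note: 0% = stimulated DMSO wells and 100% = 10 µM reference inhibitor 5653914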
#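 Material: HEK-293 cells with stable firefly luciferase reporter driven by four HIV NF-kB elements / Also added: PMA plus ionomycin mix as NF-kB-activating stimulus / Compound dosing: 3 µM once, 0.30% DMSO / Times: 1 h pretreatment, 16 h stimulation, 37 °C / Signal: luminescence / Evaluation: per-plate % inhibition versus controls / Benchmarks: DMSO and 10 µM reference inhibitor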
# S1P1 ag pot: agonists and agonism potentiators of human S1P1 receptor; P21453; activation, % at 9.5 µM; AID 449; 56,000 tested, 0.57% active; S1P1 CRE-bla cells, forskolin, beta-lactamase FRET, potentiator mode; S1P1 agonist co-added at EC20, 2 nM; 100% = saturating reference agonist, 0% = basal;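 active = activation above a cutoff set at the mean activation of all tested compounds plus 3 SD, cut at about 54% in these data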;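 note: forskolin at 4 µM as EC80 and the EC20 agonist is SEW2871; 100% = SEW2871 at its EC100 plus forskolin at EC80; some compounds past the cut are filed as inactive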
# Target sequence (P21453 whole entry, looked up): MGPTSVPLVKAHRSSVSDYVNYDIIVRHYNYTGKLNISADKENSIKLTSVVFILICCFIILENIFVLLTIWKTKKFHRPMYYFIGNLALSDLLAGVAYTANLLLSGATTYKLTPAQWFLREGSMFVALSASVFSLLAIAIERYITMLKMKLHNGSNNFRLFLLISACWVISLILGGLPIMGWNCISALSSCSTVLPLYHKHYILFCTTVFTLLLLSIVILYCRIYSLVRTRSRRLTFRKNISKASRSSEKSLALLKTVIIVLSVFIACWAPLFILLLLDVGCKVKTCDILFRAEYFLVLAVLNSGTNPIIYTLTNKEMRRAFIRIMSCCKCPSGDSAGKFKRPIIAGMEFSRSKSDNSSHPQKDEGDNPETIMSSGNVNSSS
# D1 mod: allosteric modulators of human D1 dopamine receptor; B-score at 10 µM; P21728; 58,000 tested, 5.9% active; HEK293 D1, CRE-luciferase, dopamine EC30 potentiation; actives deviate in either direction; AID 641;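 active = luminescence count or its row- and column-corrected plate score outside the 99.7% band of the plate's sample wells, on either side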
# Jurkat tox 60K: cytotoxic compounds reducing Jurkat cell viability. Jurkat E6.1 viability, ATP luminescence, 48 h. inhibition, % at 4 µM. 56,000 tested, 1.2% active. AID 463;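 active = inhibition above the mean inhibition of all tested compounds plus 3 SD, cut at about 28% in these data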
# S1P3 ag: activates the human S1P3 receptor. S1P3 NFAT-BLA reporter cells, agonism, FRET ratio; relative to 1 µM S1P, basal subtracted. 60,000 tested, 0.1% active. activation, % at 4.5 µM. AID 373;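 active = activation above the screen-wide mean plus 3 SD, cut at about 4.5% in these data, passing the limit was not always enough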; note: some compounds called inactive have numbers as strong as hits
# Target sequence (Q99500 whole entry, looked up): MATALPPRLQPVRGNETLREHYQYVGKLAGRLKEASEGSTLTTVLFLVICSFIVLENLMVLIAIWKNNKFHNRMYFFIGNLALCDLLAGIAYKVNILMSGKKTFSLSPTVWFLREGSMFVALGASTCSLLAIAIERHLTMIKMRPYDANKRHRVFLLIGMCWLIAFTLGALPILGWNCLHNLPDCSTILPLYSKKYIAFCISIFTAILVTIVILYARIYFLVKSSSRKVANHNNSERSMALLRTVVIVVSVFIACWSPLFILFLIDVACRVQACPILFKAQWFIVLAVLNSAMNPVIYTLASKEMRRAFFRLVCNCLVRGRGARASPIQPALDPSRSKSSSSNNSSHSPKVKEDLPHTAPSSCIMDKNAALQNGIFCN
#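 Assay system: CHO cells stably expressing human S1P3, Gα16 and NFAT-β-lactamase reporter. Timing: overnight plating, 4 h compound 37 °C, 2 h substrate RT. Signal: β-lactamase FRET emission ratio 460/535 nm. Measure: percent activation versus median 1 µM S1P response, basal-subtracted, per plate. Repeats: primary screen single test, confirmation screen in triplicate.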
# HTR1A agonist: 5-HT1a (human) receptor agonism | CHO 5-HT1a Ga15 NFAT-bla reporter, FRET ratio; 0% basal, 100% maximal reference agonist | activation, % at 10 µM | 65,000 tested, 0.56% active | AID 567;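 active = activation above the screen-wide mean activation plus 3 SD, cut at about 19% in these data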;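 note: 0% = DMSO wells and 100% = 5-CT at EC100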
# HTR1E agonist: agonists of human 5-HT1E serotonin receptor; 65,000 tested, 0.69% active; CHO 5-HT1E Ga15 NFAT-bla reporter, FRET; 0% DMSO wells, 100% control agonist wells; activation, % at 6 µM; P28566;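 active = activation above a set limit, the screen-wide mean activation plus 3 SD, cut at about 8.5% in these data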;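 note: 100% = positive control agonist at 1 µM giving full maximal response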
# HTR1E antagonist: antagonists of human 5-HT1E serotonin receptor; P28566; CHO 5-HT1E Ga15 NFAT-bla reporter, FRET, antagonist; inhibition, % at 6 µM; 65,000 tested, 0.99% active; AID 571;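 active = inhibition above a set limit, the mean inhibition across every tested compound plus 3 SD, cut at about 29% in these data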;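 note: signal is the 460 over 535 nm emission ratio of beta-lactamase substrate; 0% = agonist plus DMSO wells and 100% = wells without agonist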
# 5-HT1A blocker: antagonists of human 5-HT1a serotonin receptor; P08908; CHO 5-HT1a Ga15 NFAT-bla reporter, antagonist mode; inhibition, % at 10 µM; 62,000 tested, 0.68% active;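 active = inhibition above the mean of all tested compounds plus 3 SD, cut at about 43% in these data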;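 note: receptor stimulated by 5-CT agonist at 100 nM near EC80; beta-lactamase reporter measured by ratiometric fluorescence of a cleavable substrate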
# The depositor's hits bear a star; . = no result given.
Structure	HTR1E agonist	S1P1 ag pot	HEK293 NFkB inh	Jurkat tox 60K	S1P3 ag	5-HT1A blocker	HTR1E antagonist	D1 mod	HTR1A agonist
NS(=O)(=O)c1ccc(C(=O)O)cc1	-0.7	-19	.	.	0.2	.	6	0.082	-1.2
CCCOC(=O)c1[nH]c2c(c1C)C(=O)CC(c1ccc(OC)c(OC)c1)C2 (stereo not drawn)	-0.5	.	21	.	.	5	20	-0.7	-4.1
COc1ccc2[nH]c(=O)c(C(c3nnnn3CC3CCCO3)N3CCc4ccccc4C3)cc2c1 (stereo not drawn)	-0.3	-7	4	-4	-1.3	20	6	.	-0.4
Cc1cc(C)c2cc(CN(CCO)C(=O)Nc3ccc(F)cc3)c(=O)[nH]c2c1	0.7	2	6	2	0.0	-20	-5	.	-2.2
CNC(=O)Nc1ccccc1C(=O)NCc1ccccc1	-0.1	3	12	-1	-1.1	-3	2	1.2	-0.9
O=C1C(C=NCc2cccnc2)=C(O)c2ccccc21	-0.1	.	-44	6	-0.2	12	2	-2.8	-2.3
CCOC(=O)C1CCCN(C(=O)c2cc3nc(-c4cccc(OC)c4)cc(C(F)(F)F)n3n2)C1 (stereo not drawn)	0.0	.	5	-8	-0.9	5	35*	11*	4.3
CCOC(=O)N1CCN(S(=O)(=O)c2ccc(OCC)c3ccccc23)CC1	0.1	31	-1	6	-0.8	7	6	-0.23	-0.2

# Some of these compounds in order of their number in HTR1A agonist, high to low:
Molecule,HTR1A agonist
CCOC(=O)N1CCN(S(=O)(=O)c2ccc(OCC)c3ccccc23)CC1,-0.2
COc1ccc2[nH]c(=O)c(C(c3nnnn3CC3CCCO3)N3CCc4ccccc4C3)cc2c1 (stereo not drawn),-0.4
CNC(=O)Nc1ccccc1C(=O)NCc1ccccc1,-0.9

# New compounds follow
Structure	HTR1E agonist	S1P1 ag pot	HEK293 NFkB inh	Jurkat tox 60K	S1P3 ag	5-HT1A blocker	HTR1E antagonist	D1 mod	HTR1A agonist
c1ccc(-c2csc(N3CCCCCC3)n2)cc1	-0.4	12	5	-1	-0.6	-6	-8	0.48	-0.9
Cc1cccc(-n2c(O)c(C=Nc3ccc4c(c3)OCO4)c3ccccc3c2=O)n1	-0.1	.	1	.	.	-10	4	-1.9	-1.0
Cc1ccc(CN2C(=O)CCC2C(=O)NCCCN2CCCC(C)C2)cc1 (stereo not drawn)	-1.2	-22	0	-1	0.9	-7	-6	-0.8	-0.8
CCn1cc(C(=O)NCc2ccco2)c(=O)c2cc(S(=O)(=O)N3CC(C)CC(C)C3)ccc21 (stereo not drawn)	-1.0	-8	28	20	-0.7	-12	0	0.18	1.0
COc1cccc(-c2nc(N3CC(C)CC(C)C3)c3ccccc3n2)c1O (stereo not drawn)	0.3	-3	.	.	2.3	.	-7	.	-0.6
O=C(Nc1nnc(SCc2ccccc2)s1)c1cccs1	-0.4	23	-4	2	-0.9	5	-10	0.17	0.3
CCCC(=O)Nc1nc2ccc(S(N)(=O)=O)cc2s1	0.0	-19	-1	-2	0.9	-14	-13	0.96	-2.5
CCc1cc(=O)oc2cc(C)c(CN3CCCCC3)c(O)c12	0.3	-7	.	.	-0.7	.	-13	.	0.9
O=C(CSc1nccn1Cc1ccccc1)Nc1nccs1	-0.2	.	-6	-5	0.4	-2	4	1.6	-0.1
CCOC(=O)N1CCC(Nc2cc(C)nc3c(-c4ccccc4OC)c(C)nn23)CC1	0.7	12	10	8	-1.5	0	3	.	2.1
CCOC(=O)CSc1nnc(-c2ccc(OC)cc2OC)o1	0.3	-3	2	1	-0.9	-7	4	-0.79	-2.2
O=C(NCC1CCCO1)c1ccc(NC(=O)C2CC=CCC2C(=O)O)cc1 (stereo not drawn)	-0.1	-27	10	-7	0.0	-2	-2	-0.091	0.7
Cn1c2c(c(=O)n(C)c1=O)C(NC(=O)C(C)(C)C)(C(F)(F)F)C(=O)N2 (stereo not drawn)	-0.3	-3	.	.	-2.1	.	10	-0.11	0.2
CC(=O)Cc1nsc(NC(=O)c2ccccc2)n1	0.7	17	13	8	-1.1	-1	-3	0.34	-2.0
CCOc1ccc(-c2nc(C#N)c(N3CCOCC3)o2)cc1	0.2	11	-4	1	-0.8	-9	-11	.	-3.0
O=C(Nc1cccnc1)C(Cc1ccccc1)n1cccc1 (stereo not drawn)	0.5	-1	12	1	0.7	-6	-4	0.016	-1.0
O=C(NCC(=O)N(Cc1ccco1)C(C(=O)NC1CCCCC1)c1cccnc1)c1ccco1 (stereo not drawn)	-0.1	-6	6	-8	-0.7	-4	9	0.038	-0.3
Cc1ccc2c(c1)nnn2C1CCN(C(=O)c2cccs2)CC1	0.0	-16	20	5	-1.9	1	-3	-0.061	-1.9
COc1ccc(CCNC(=O)CN2CCC(C(N)=O)CC2)cc1	-0.1	-13	4	-3	-1.1	-2	1	-0.2	-3.3
O=C(O)c1cccnc1Oc1ccccc1	-0.6	-17	20	5	-0.4	-4	-2	0.2	-0.9
COc1ccc(CN(CCCN2CCOCC2)C(=O)Nc2ccccc2)cc1OC	1.0	-1	3	-6	0.2	10	0	-0.59	-3.5
COC(=O)c1cccc(C(=O)Oc2cccc(Br)c2)n1	-0.4	-8	9	-2	0.0	-3	2	0.038	-1.4
CCC(=O)Nc1nc2ccccc2n1CCN(C)C	-0.5	16	.	.	-2.0	.	5	.	0.1
CC1CCN(C(=O)C2CCN(S(=O)(=O)c3cnc[nH]3)CC2)CC1	-0.8	11	11	-6	-0.7	6	-3	0.83	-2.4
CC(=O)[C@@H]1[C@@H]2C(=O)N(c3ccc(F)c(Cl)c3)C(=O)[C@@H]2C2c3ccccc3C=CN21 (stereo partly drawn)	1.5	26	6	2	-1.5	6	-11	-0.14	0.3
CCc1cc2cc(C(=O)Nc3ccccc3F)sc2s1	0.4	4	9	10	0.6	7	9	-1.4	-0.8
Cc1cccc(C2N(c3nccs3)C(=O)C3CCCN32)c1 (stereo not drawn)	0.3	1	7	-11	0.8	-8	-11	-0.11	2.7
COC(=O)c1ccc(CSc2nnc3c(Cl)cc(Cl)cn23)o1	-0.7	-26	11	3	0.3	-7	-7	-0.82	-2.0
CCOC(=O)N1CCC(NC(=O)CSCc2nc(-c3ccc(OC)c(OC)c3)oc2C)CC1	-0.6	-35	0	-3	1.2	2	-1	1.3	-1.5
O=C(Nc1ccc2c(c1)OCCO2)c1ccc(CN2CCOCC2)cc1	0.1	-10	10	10	-0.2	-9	-8	-0.0095	-3.0
CCOC(=O)C1/C(=N\O)CC(C)(O)C(C(=O)OCC)C1c1ccc(OC)c(OC)c1 (stereo not drawn)	-0.9	-8	.	.	-2.0	.	4	.	-1.7
COc1ccc(N2C(=O)CC(N(Cc3ccc(S(N)(=O)=O)cc3)C(C)=O)C2=O)cc1 (stereo not drawn)	-1.3	1	.	.	-2.0	.	0	-0.14	0.1
CNC(=O)CSc1nnc(-c2cccnc2)n1CCc1ccccc1	0.0	-5	15	-5	0.4	-1	1	0.09	-0.3
Cc1ccc(S(=O)(=O)N(C)Cc2nc(-c3ccncc3)no2)cc1	0.5	-5	6	5	-0.8	-13	-1	0.62	1.9
CCn1c(=O)n(CC(=O)NCc2ccco2)c(=O)c2ccccc21	-0.2	-22	15	0	10	-1	9	0.0033	-5.1
Cc1ccc(NC(=O)c2oc3ccc(S(=O)(=O)N4CCOCC4)cc3c2C)cc1C	0.9	-58	0	0	-1.7	-7	1	-1.6	3.4
CCCCCCC(=O)N(O)C1CC(=O)N(c2ccccc2)C1=O (stereo not drawn)	-1.2	22	-4	0	-1.1	29	29*	-0.4	-4.0
COc1ccc(OC)c(N(CC(=O)NC2CC2)S(=O)(=O)c2ccc(C)cc2)c1	-0.3	.	12	-4	-1.0	-8	9	0.14	1.8
O=C(CSc1ncn[nH]1)Nc1nnc(-c2ccccc2)s1	-0.3	-3	-12	4	-1.5	11	5	-0.3	1.6
COc1ccccc1C(=O)n1nc(-c2ccccc2)nc1N	0.1	30	2	-2	-1.4	12	19	0.48	-0.7
O=C(CN1C(=O)COc2ccccc21)N(Cc1cccnc1)Cc1ccccc1F	0.4	0	14	1	0.4	2	-3	-0.97	0.6
C#CCN1C(=O)C2C(C(=O)NC)C3C=CC2(O3)C1C(=O)NCc1ccc(OC)cc1 (stereo not drawn)	0.7	.	14	.	.	-19	5	.	0.2
CCc1nc(N2CCC(C)CC2)c2oc3ccccc3c2n1	0.6	-7	7	-4	0.2	18	-2	3.1	3.0
CCOC(=O)N1CCN(C(=O)c2ccc3c(=O)n(-c4ccc(OC)cc4)c(=S)[nH]c3c2)CC1	0.3	0	22	3	-0.3	-7	9	2	0.1
Cn1c(=O)[nH]c(=O)c2c1nc(N1CCN(CCO)CC1)n2CCSc1nc2ccccc2s1	0.7	4	8	-7	-0.7	6	-10	0.52	-0.5
c1ccc(CNc2nc3ccccc3[nH]2)cc1	-3.0	.	9	.	.	1	-3	-2.2	3.0
O=c1oc2c3c4c(cc2c2c1CCC2)OCCN4CCC3	2.7	.	11	3	1.1	-18	-2	1.3	10
CCOc1ccc(-c2nn3c(-c4ccc(F)cc4)nnc3s2)cc1	-0.4	2	15	2	-0.3	-4	-3	-0.19	-0.2
CCC(C)Sc1nnc(Cc2cc(=O)[nH]c(=O)[nH]2)n1-c1ccc(OC)cc1 (stereo not drawn)	-0.7	-24	4	-20	-0.8	2	10	1	-0.9
CCS(=O)(=O)N1Cc2ccccc2CC1C(=O)N1CCN(c2cccc(C)c2C)CC1 (stereo not drawn)	4.1	4	13	4	-1.0	6	-9	-0.031	-2.8
Cc1ccccc1-c1nc(CN2CCC(C(=O)O)CC2)c(C)o1	0.2	-23	9	-1	-3.4	-6	-13	0.054	-1.0
O=C(NC1CCCC1)C1CC(=O)N(C2CCCCCCC2)C1 (stereo not drawn)	-0.8	-7	6	1	-0.6	-7	-9	0.74	-2.3
CCOc1ccc(NC(=O)N(CCN(C)C)C(C)c2ccncc2)cc1 (stereo not drawn)	1.4	1	16	5	-1.4	7	-4	0.26	-2.6
O=C(CN1CCN(c2ncccn2)CC1)Nc1ccccc1-n1cccc1	0.6	.	3	.	.	-6	2	-0.0038	2.2
Cc1ccc2[nH]c(=O)c(CN(CC3CCCO3)C(=O)c3ccco3)cc2c1 (stereo not drawn)	0.3	17	20	-2	-1.2	4	3	0.7	0.8
